High-throughput results (PubChem BioAssay)
S1P4 antagonist – S1P4 receptor antagonists, primary screen, cell-based; AID 1510, 2009; inhibition, % at 4.98 µM; hit rate 0.26% among 220,000; S1P4-expressing cells, antagonist mode, reporter read-out; Sphingosine 1-phosphate receptor 4 (Homo sapiens), O95977; in the data active means inhibition above about 29%;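 further: 0% = wells stimulated with agonist and 100% = vehicle wells without agonist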
NPY-Y1 PAM-ag – NPY-Y1 receptor potentiators or agonists, primary screen, cell-based; Neuropeptide Y receptor type 1 (Homo sapiens), P25929; NPY-Y1 expressing cells, potentiator/agonist activation; activation, % at 3.6 µM; hit rate 0.37% among 220,000; AID 1304, 2008; in the data active means activation above about 33%, passing the limit was not always enough;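 further: cells stimulated with NPY at EC10 then isoproterenol at EC100; 0% = low agonist plus stimulus and 100% = saturating agonist plus stimulus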
BaF3 parental – parental Ba/F3 cell viability inhibition, counter-screen for JAK2V617F inhibitor project, murine pro-B, CellTiter-Glo luminescence; CellTiter-Glo ATP luminescence; inhibition, % at 5.6 µM; hit rate 1.1% among 220,000; AID 1486, 2009;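 active means inhibition above a per-campaign cutoff, the mean inhibition of all tested compounds plus 3 SD, cut at about 27% in these data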;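 further: 0% = DMSO wells and 100% = JAK Inhibitor I control wells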
Ba/F3 V617F tox – reduced viability of JAK2V617F-dependent Ba/F3 cells, primary screen, JAK2V617F inhibitor project, cell-based, Ba/F3 EpoR-JAK2V617F, luminescence; ATP luminescence; inhibition, % at 5.6 µM; hit rate 1.1% among 220,000;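 active means inhibition above the campaign mean plus 3 SD over all tested compounds, cut at about 24% in these data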;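 further: cytokine-independent growth of Ba/F3 cells driven by EpoR plus mutant JAK2; 0% = DMSO-treated cells and 100% = JAK inhibitor I control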
NPY2 pot ag – NPY-Y2 potentiators or agonists, primary screen, cell-based; Neuropeptide Y receptor type 2 (Homo sapiens), P49146; hit rate 0.45% among 220,000; activation, % at 3.6 µM; cells expressing NPY-Y2, potentiator/agonist read-out; in the data active means activation above about 27%;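 further: cells stimulated with NPY near EC25 plus isoproterenol at EC100; 0% = vehicle plus submaximal agonist and 100% = vehicle plus saturating agonist; some results beyond the cut were filed as inactive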
S1P4 agonist – S1P4 receptor agonists, primary screen, cell-based. S1P4-expressing cell line, agonist reporter assay. hit rate 0.35% among 220,000. Sphingosine 1-phosphate receptor 4 (Homo sapiens), O95977. activation, % at 4.98 µM; in the data active means activation above about 11%;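 further: 0% = DMSO vehicle and 100% = reference agonist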
RBBP9 inhibitor – human RBBP9 inhibitors, primary screen, biochemical, fluorescence polarization, FP-Rh probe, HTS. Serine hydrolase RBBP9 (Homo sapiens), O75884. hit rate 0.2% among 220,000. recombinant RBBP9. inhibition, % at 7.94 µM;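 active means inhibition above the campaign mean of all tested compounds plus 3 SD, cut at about 14% in these data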;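 further: plate controls were DMSO wells with RBBP9 for no effect and wells lacking RBBP9 protein for full effect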
Target sequence (O75884 whole entry, looked up): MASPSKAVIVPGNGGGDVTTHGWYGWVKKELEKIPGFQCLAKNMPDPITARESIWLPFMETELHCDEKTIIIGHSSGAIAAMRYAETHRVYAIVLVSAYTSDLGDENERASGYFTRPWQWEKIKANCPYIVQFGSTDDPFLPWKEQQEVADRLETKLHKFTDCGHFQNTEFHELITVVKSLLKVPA
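Test system: recombinant human RBBP9; Timing: 30 min then 45 min, 25 °C; Detection: fluorescence polarization; Control set: RBBP9 with DMSO as uninhibited control, no-protein wells as full inhibition; Compound dosing: one concentration, 7.94 µM nominal, 0.794% DMSO; Probe or stimulus: FP-Rh activity-based probe, 375 nM before mixing.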
NPY-Y1 antag – NPY-Y1 receptor antagonists, primary screen, cell-based; Neuropeptide Y receptor type 1 (Homo sapiens), P25929; HEK293-CNG Y1 cells, membrane potential fluorescence; NPY at EC95, then isoproterenol; inhibition, % at 3.6 µM; hit rate 1% among 200,000; AID 1040, 2008;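 active means inhibition above the campaign mean inhibition of all tested compounds plus 3 SD, cut at about 20% in these data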;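 further: 0% = DMSO wells given NPY plus isoproterenol and 100% = isoproterenol alone without NPY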
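Assay system: HEK293 Y1/CNG channel cell line; Doses: single compound dose of 3.6 µM, 0.4% DMSO; Timing: dye 3 h, compound 60 min room temperature, stimulation 45 min; Technique: Membrane-potential fluorescent dye readout; Measure: % inhibition of NPY effect.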
Runt-CBFb FRET – inhibitors of RUNX1 Runt–CBFb binding, primary screen, biochemical, FRET, Cerulean-Runt, Venus-CBFb, uHTS; Runt-related transcription factor 1 (Homo sapiens) + Core-binding factor subunit beta …; Cerulean-Runt/Venus-CBFb FRET ratio 530/480, 1 h; inhibition, % at 20 µM; hit rate 0.46% among 220,000;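 active means inhibition over about 50% at 20 µM in the single-dose screen, limit read from the data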;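 further: 0% = DMSO wells and 100% = excess unlabeled CBFb competitor control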
Target sequence (Q01196 whole entry, looked up): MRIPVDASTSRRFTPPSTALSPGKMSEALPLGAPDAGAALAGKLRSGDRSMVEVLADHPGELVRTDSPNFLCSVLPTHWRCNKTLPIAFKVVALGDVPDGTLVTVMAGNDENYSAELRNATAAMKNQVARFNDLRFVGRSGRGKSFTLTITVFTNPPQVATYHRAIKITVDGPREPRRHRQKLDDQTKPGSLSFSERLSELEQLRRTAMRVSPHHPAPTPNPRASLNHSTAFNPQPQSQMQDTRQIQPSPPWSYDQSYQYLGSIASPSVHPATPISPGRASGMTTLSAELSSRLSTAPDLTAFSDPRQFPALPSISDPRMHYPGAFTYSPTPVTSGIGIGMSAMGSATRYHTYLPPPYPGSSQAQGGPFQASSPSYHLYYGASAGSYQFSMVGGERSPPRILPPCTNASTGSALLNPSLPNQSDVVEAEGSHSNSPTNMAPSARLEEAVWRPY
Target sequence (Q13951 whole entry, looked up): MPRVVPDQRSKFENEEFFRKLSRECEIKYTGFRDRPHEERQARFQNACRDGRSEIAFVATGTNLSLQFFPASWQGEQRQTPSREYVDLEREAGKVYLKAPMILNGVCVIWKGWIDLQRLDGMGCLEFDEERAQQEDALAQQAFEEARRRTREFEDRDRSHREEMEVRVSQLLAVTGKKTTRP
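Buffer or medium: Tris pH 7.5 buffer with BSA. Assay system: Cerulean-labeled Runt domain protein. Amount: each fluorescent fusion protein 100 nM. Read-out basis: loss of energy transfer signal. Incubation: 1 h compound exposure, room temperature. Probe or stimulus: Venus-CBFb binding partner, 100 nM. Detection: FRET, excitation 422 nm, emission at 530 and 480 nm.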
Active calls of the source: *; . = no result given.

Order of results: S1P4 antagonist	NPY-Y1 PAM-ag	BaF3 parental	Ba/F3 V617F tox	NPY2 pot ag	S1P4 agonist	RBBP9 inhibitor	NPY-Y1 antag	Runt-CBFb FRET
> CCOC(=O)C1=C(C)N=C2SCCC(=O)N2C1c1ccc(C(=O)OC)cc1 (centres undefined)
→ -3	-14	2	-1	-2	-3.3	3	0	0
> Cn1c(N)c(C(=O)COC(=O)COc2ccc(C#N)cc2)c(=O)n(C)c1=O
→ 2	15	0	-4	0	-2.2	8	.	0
> Cc1ccc(/C=C/c2nc3ccccc3c(=O)[nH]2)cc1
→ -7	-6	2	5	-19	0.2	-6	.	2
> Cc1ccc(Nc2nc(OC(C(F)(F)F)C(F)(F)F)nc(N3CCOCC3)n2)cc1
→ 7	-4	0	3	-14	-0.3	-2	-2	-6
> CS(=O)(=O)N(CC(=O)Nc1ccccc1C(=O)NCc1ccco1)c1ccccc1F
→ -8	-6	4	0	4	-0.1	-1	3	3
> O=C(Nc1ccccn1)c1onc2c1CCCC2
→ -3	5	8	2	2	2.3	-6	5	2
> O=c1cc(CSc2nnnn2-c2ccc(O)cc2)nc2sccn12
→ -11	-1	5	-2	-11	0.2	-3	-1	0
> O=C(O)c1ncn(Cc2ccc(Br)cc2)c1C(=O)O
→ -4	-23	8	6	-13	-0.9	-3	19	0
> Cc1ccc(-c2nn3c(C)nnc3s2)cc1NC(=O)c1ccc(-c2cccc(Cl)c2)o1
→ -22	-23	0	-1	-10	-2.8	-7	8	12
> O=C(O)CNC(=O)c1nc(-c2ccccc2)n(-c2ccccc2)n1
→ -2	-10	6	3	2	-3.1	2	-2	-1
> COc1ccc(N2C(=NC(C)=O)SC3CS(=O)(=O)CC32)cc1OC (centres undefined)
→ -19	-28	7	3	-6	-1.3	-3	6	-2
> CCOc1ccc(N2C(=O)CC(N)C2=O)cc1 (centres undefined)
→ -6	-16	4	-2	10	-2.0	0	-1	10
> COc1ccc(N2CC(C(=O)OCC(=O)c3ccccc3)CC2=O)cc1 (centres undefined)
→ 4	13	-1	-3	-7	0.3	-14	9	0
> COc1ccc(CCNC2CC(=O)N(CCc3ccccc3)C2=O)cc1 (centres undefined)
→ -11	-14	4	3	1	2.1	-8	12	2
> COc1ccc(OCC(=O)OCCN(C)C)cc1
→ -1	-12	-1	-5	-2	0.0	0	3	0
> Cc1cc(=O)oc(C)c1C(=O)n1nc(C)c2c1C[C@@H]1[C@H]2C1(C)C
→ -9	-4	10	-3	1	0.8	-7	1	0
> CCN(CC)C(=O)c1cccc(-c2ccc(OC)cc2)c1
→ -40	-32	3	2	0	2.4	-5	11	2
> N#Cc1c[nH]n2c(=O)c3c(nc12)CCCC3
→ -9	2	-1	-1	12	-0.5	-8	7	-2
> CC(=O)Nc1cccc(NC(=S)Nc2cccc(Cl)c2C)c1
→ 2	0	90*	-2	-7	3.1	11	6	6
> O=C(Nc1ccc2ncccc2c1)c1cc(Cl)ccc1Cl
→ -6	-1	2	-4	-12	-3.6	4	3	0
> CC(C)c1ccc(C2CC(=O)c3cnc(N4CCc5ccccc5C4)nc3C2)cc1 (centres undefined)
→ -11	11	0	0	7	-0.5	-5	-3	0
> O=S(=O)(c1cc(C(F)(F)F)ccc1Cl)N1CCCCCC1
→ -15	-2	5	3	17	-0.8	-5	-4	-1
> CCN(CC)CCN(C(=O)c1ccc(CN2CCCCC2)o1)C(C(=O)NC1CCCCC1)c1ccc(F)cc1 (centres undefined)
→ -5	-1	7	1	-4	0.4	-6	6	.
> COc1ccc(CCNC(=O)Cc2ccc([N+](=O)[O-])cc2)cc1OC
→ 4	-13	-4	1	-13	0.9	2	.	1
> O=C(Nc1ccccc1Cl)N1CCN(Cc2ccc3c(c2)OCO3)CC1
→ 8	3	3	2	0	-0.1	-10	0	.
> O=C(OCc1ccc([N+](=O)[O-])cc1)C1CC(=O)N(c2ccccc2)C1 (centres undefined)
→ -1	-12	2	-3	3	1.8	14	6	0
> CCN(CC)c1ncnc2sc(C(=O)N3CCN(c4ccccc4)CC3)c(C)c12
→ -7	-29	-1	-2	-15	1.8	-6	1	0
> O=C(CC1C(=O)NCCN1Cc1ccc(Cl)c(F)c1)NCCc1cccnc1 (centres undefined)
→ 11	25	1	-4	-20	-1.0	4	.	4
> O=C(Nc1cc(F)cc(F)c1)c1ccc(NCCc2ccccc2)c([N+](=O)[O-])c1
→ -1	-5	4	-1	16	-1.2	-8	0	-5
> CCC(C)(C)n1nnnc1C(C(C)C)N(Cc1ccco1)Cc1cc2cc3c(cc2[nH]c1=O)OCO3 (centres undefined)
→ 19	23	5	3	4	1.2	1	-3	11
> Cc1ccc(-c2cc(C(=O)Nc3ccc(S(=O)(=O)N4CC(C)OC(C)C4)cc3)[nH]n2)c(O)c1 (centres undefined)
→ 17	18	-2	6	0	2.9	-26	.	0
> CCC(=O)Nc1cccc(-c2cn3ccccc3n2)c1
→ -11	-8	7	2	-4	4.7	4	0	2
> O=[N+]([O-])c1ccc(N2CCOCC2)cc1SCc1ccco1
→ -5	-8	5	4	-1	-0.4	-10	7	27
> CSc1ccccc1NC(=S)N/N=C/c1cccn1Cc1cccc(C)c1
→ -13	5	8	1	-11	-1.9	-4	1	0
> COc1ccc(/C=C\C(=O)Oc2cccc(/C=N/NC(=O)Cc3ccc(OC)c(OC)c3)c2)cc1
→ -24	-23	4	1	-3	-0.1	-7	2	-5
> CCN(C(=O)Cc1ccccc1OC)c1nnc(-c2ccncc2)s1
→ 1	1	4	1	-10	1.5	-13	0	.
> COc1ccc(C(c2sc3nc(C)nn3c2O)N2CCC(C(N)=O)CC2)cc1OC (centres undefined)
→ -9	1	2	3	-17	-0.9	-7	-2	3
> CC(C)C(=O)NC(Nc1cc(C(F)(F)F)ccc1Cl)C(Cl)(Cl)Cl (centres undefined)
→ -4	0	4	3	-4	1.2	-10	3	0
> Cc1nnc(SCC(=O)N(C)c2ccccc2)n1Cc1ccccc1
→ -3	10	4	0	4	0.2	-6	-1	0
> CCn1c(O)c(N=NC(=O)c2ccc(CSc3nncn3C)cc2)c2ccccc21
→ -1	25	6	0	6	0.2	-3	1	-8
> Cc1n[nH]c(=O)nc1NCc1ccc(Cl)cc1
→ -4	1	0	-3	-5	0.4	-9	-4	1
> Fc1ccc(-c2cn(-c3ccccc3)c3[n+]2CCS3)cc1
→ -28	-8	60*	55*	2	2.2	-13	.	3
> Cc1ccccc1-n1c(=O)n(CCc2ccccc2)c(=O)c2[nH]cnc21
→ -3	24	-1	3	9	0.1	-4	.	2
> O=c1oc2ccccc2c2c1ncn2-c1ccccc1
→ -15	-24	1	1	-9	1.1	-11	1	-1
> O=C(c1csc2c1CCCC2)N1CCCCC1
→ 7	6	0	1	15	0.4	-3	12	0
> CC(C)c1ccccc1NC(=O)COC(=O)c1ccc(Cl)c(S(=O)(=O)N2CCCCCC2)c1
→ -10	-10	3	0	7	1.0	-5	5	0
> CCOc1ccc(C(=O)CN2CCN(S(=O)(=O)c3ccc(Cl)cc3)CC2)cc1
→ 2	-3	7	-1	10	1.2	4	-7	0
> CS(=O)(=O)N(Cc1ccccc1)c1ccc(C(=O)Nc2ccccc2Sc2ccccc2)cc1
→ -3	4	-3	-6	-7	-0.4	-6	1	-1
> C=CCS(=O)(=O)N1CCC(CCOc2ccccc2)(C(=O)OCC)CC1
→ -20	-13	9	4	-18	-1.5	-10	2	0
> COc1ccc(C)cc1NC(=O)CSc1nnc(-c2ccc(C)cc2)o1
→ -2	-12	6	4	-35	-1.4	-2	2	-2

Carrying on:
Order of results: S1P4 antagonist	NPY-Y1 PAM-ag	BaF3 parental	Ba/F3 V617F tox	NPY2 pot ag	S1P4 agonist	RBBP9 inhibitor	NPY-Y1 antag	Runt-CBFb FRET
> Cc1ccc(/C(N)=N/OC(=O)N2c3ccccc3Sc3ccccc32)cc1
→ -16	16	7	5	18	0.3	-2	-7	.
> Cc1ccnc2nc(C(=O)OCC(=O)NCCc3ccc(Cl)cc3)nn12
→ -9	5	4	-1	5	-0.4	0	-2	0
> O=C(Cc1ccccc1)NNC(=O)c1cccs1
→ -10	3	-1	5	-18	-0.6	-6	0	2
> Cc1ccc(S(=O)(=O)NCCCCCC(=O)Nc2nccs2)cc1
→ -9	20	4	-2	4	1.3	-4	-5	0
> O=C(/C=C/c1cn(-c2ccccc2)nc1-c1ccccc1)Nc1ccc(C(=O)O)cc1
→ 6	20	0	0	9	-2.7	-25	0	-6
> Cc1csc(C2=C(O)CN(CCc3ccccc3)C2=N)n1
→ 20	3	3	-1	3	-0.1	-4	1	1
> COCC(=O)NC1(c2nnnn2CCOC(=O)Nc2ccc(Cl)cc2)CCCCC1
→ -13	5	11	5	-2	0.3	2	2	.
> Cc1ccc(S(=O)(=O)NC(CC(C)C)C(=O)Nc2nccs2)cc1 (centres undefined)
→ 3	7	0	-4	8	2.6	-2	2	0
